Compound activity as filed in PubChem BioAssay.
Casp6 inh: human caspase-6 inhibitors, primary screen, biochemical, VEID-R110 fluorescence, single point, set 2 | purified caspase-6, Z-VEID-R110 cleavage fluorescence | P55212 | 0.53% of 350,000 active | inhibition, % at 12.5 µM;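 active = mean inhibition across replicates at least about 35%, with every replicate also reaching that limit, limit read from the data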;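 note: 0% = median of neutral control wells and 100% = no fluorescence left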
Target sequence (P55212 24-179 limits assumed): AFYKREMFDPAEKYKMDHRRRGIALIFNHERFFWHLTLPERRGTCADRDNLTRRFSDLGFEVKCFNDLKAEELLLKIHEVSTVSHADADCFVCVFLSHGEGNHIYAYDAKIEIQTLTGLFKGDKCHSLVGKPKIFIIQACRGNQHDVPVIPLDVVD
Target sequence (P55212 194-293 limits assumed): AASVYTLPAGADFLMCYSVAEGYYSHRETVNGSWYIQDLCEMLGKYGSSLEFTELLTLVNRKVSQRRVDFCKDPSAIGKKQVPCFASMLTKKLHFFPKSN
LGR2 antag: inhibitors of bursicon-induced LGR2 CRE-luciferase signal, primary screen, cell-based, HEK293, CRE-luciferase reporter, bursicon stimulation | Drosophila bursicon receptor LGR2 (rickets) | bursicon-stimulated, 4 h | inhibition, % at 9.99 µM | AID 720647, 2013 | 0.35% of 380,000 active;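 active = drop in luminescence signal, shown as inhibition above about 50% in the replicate tests, limit read from the data, passing the limit was not always enough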;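 note: agonist challenge used bursicon conditioned medium at about half maximal strength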
FN deposition inh: inhibitors of fibronectin matrix deposition, primary screen, AH1F cells, Alexa488-fibronectin fluorescence, plate reader; inhibition, % at 12.6 µM; 0.086% of 350,000 active; AH1F fibroblasts, overnight;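 active = mean inhibition across replicates of 30% or more, regardless of how many single replicates reach that level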;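 note: positive control wells lacked labelled fibronectin entirely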
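Measured by – fluorescence 485/525 nm · System – AH1F fibroblast monolayer, labelled fibronectin deposition · Amount – 10000 cells per well · Buffer or medium – serum-reduced DMEM (2% serum) · Doses – single dose, pinned · Also added – fluorescent fibronectin at 24 nM final · Schedule – 1 h cell attachment, overnight exposure to compound and label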
SIRT5 block: SIRT5 desuccinylase inhibitors, primary screen, biochemical, fluorescence imaging, single point, set 5; AID 652115, 2013; inhibition, % at 15 µM; 1.1% of 330,000 active; Purified SirT5, succinyl-peptide AMC, trypsin-coupled fluorescence; NAD-dependent protein deacylase sirtuin-5, mitochondrial (Homo sapiens), Q9NXA8; in the data active = inhibition above about 15%
Target sequence (Q9NXA8 whole entry, looked up): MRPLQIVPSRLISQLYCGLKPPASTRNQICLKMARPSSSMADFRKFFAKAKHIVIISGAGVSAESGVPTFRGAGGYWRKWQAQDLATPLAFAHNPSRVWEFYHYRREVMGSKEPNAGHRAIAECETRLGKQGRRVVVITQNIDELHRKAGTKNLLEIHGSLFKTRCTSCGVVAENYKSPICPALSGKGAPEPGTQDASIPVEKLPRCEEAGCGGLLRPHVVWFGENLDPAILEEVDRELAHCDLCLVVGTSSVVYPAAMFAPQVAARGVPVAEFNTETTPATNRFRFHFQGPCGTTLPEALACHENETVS
S100A4 inh HTS: inhibitors of S100A4-myosin IIA peptide binding, primary screen, biochemical, fluorescence polarization, TAMRA-MyoIIA peptide | Protein S100-A4 (Homo sapiens), P26447 | inhibition, % at 10.7 µM | 0.14% of 360,000 active;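 active = mean inhibition of at least 70% across replicates, with every replicate also reaching that level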
Target sequence (P26447 whole entry, looked up): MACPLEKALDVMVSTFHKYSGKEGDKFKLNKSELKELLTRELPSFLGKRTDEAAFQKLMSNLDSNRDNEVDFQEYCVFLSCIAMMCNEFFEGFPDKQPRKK
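Test system – S100A4 monomer (human) · Compound – single-point compound testing · Schedule – 5 min incubation before reading · Probe or stimulus – TAMRA-labelled myosin IIA heavy-chain peptide probe, 5 nM · Benchmarks – neutral control DMSO, positive control TFP · Medium – Calcium-containing HEPES buffer, pH 7.2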
Statin myotox sup: suppressors of statin myotoxicity in C2C12 myotubes, primary screen, cell-based, single point, plate reader; C2C12 myotubes + simvastatin, ATP luminescence, 48 h; scaled: DMSO 0, geranylgeraniol control 100; rescue of ATP level, % at 7.49 µM; 0.78% of 330,000 active;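 active = mean ATP rescue above about 67%, or every replicate alone reaching that limit, limit read from the data, passing the limit was not always enough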;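 note: myotubes were challenged with 10 µM simvastatin during compound exposure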
esBAF inh: Bmi1 luciferase reporter increase in mESCs, primary screen, esBAF inhibitor project, mouse ES cells, Bmi1 luciferase knock-in, single point; reporter increase, % at 12.5 µM; AID 602393, 2012; 24 h; 100% = twice the neutral-well signal; 2% of 350,000 active; in the data active = activation above about 40%;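 note: 0% = median of the plate's neutral control wells and 100% = double that signal; a rise in the Bmi1 reporter signal indicates esBAF inhibition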
* marks the source's active call; other numbers are inactive results; . = no result given.

Assay codes: A = Casp6 inh; B = LGR2 antag; C = FN deposition inh; D = SIRT5 block; E = S100A4 inh HTS; F = Statin myotox sup; G = esBAF inh
C[C@@H]1CN([C@@H](C)CO)C(=O)c2c(c3ccccc3n2C)-c2ccccc2CO[C@@H]1CN(C)C(=O)NC1CCCCC1
  A: 0.7	B: -2.8	C: -3.7	D: 4.4	E: 9.4	F: -5.8	G: 6.5

Nc1c(N=Nc2ccccc2F)c(=O)[nH]n1-c1ccccc1
  A: .	B: -17.1	C: .	D: .	E: .	F: -4.7	G: 69.4*

CCCC(=O)n1nc(-c2cccnc2)nc1N
  A: .	B: .	C: -15.6	D: .	E: .	F: -3.0	G: 8.8

Cc1ccc(NC(=O)Cn2c(=O)cnc3ccccc32)cc1S(=O)(=O)N1CCCCC1
  A: -0.3	B: 0.1	C: 1.0	D: -3.8	E: -2.4	F: 6.3	G: 1.2

CCCNC(=O)C[C@H]1C[C@@H]2c3cc(NS(=O)(=O)c4cccc(OC)c4)ccc3O[C@@H]2[C@H](CO)O1
  A: 1.7	B: 2.3	C: -11.9	D: -0.7	E: 1.6	F: -4.0	G: 1.4

Cc1cc(OCc2cc(C(=O)N3CCN(CC4CC4)CC3)no2)cc(C)c1Cl
  A: 2.3	B: -6.4	C: -1.3	D: -5.3	E: -3.1	F: -5.1	G: 10.6

Cc1ccc(/C=C/C(=O)O)cc1S(=O)(=O)N1CCC(Cc2ccccc2)CC1
  A: -0.4	B: 28.2	C: 9.2	D: -5.1	E: -2.9	F: 7.2	G: 8.1

COc1ccc(-n2c(SCC(=O)Nc3ccccc3OC)nc(O)c(Cc3ccccc3)c2=O)cc1
  A: 2.0	B: -2.2	C: 4.4	D: -3.5	E: -2.3	F: 4.8	G: -1.3

C[C@@H]1CN([C@@H](C)CO)C(=O)Cc2cc(NS(=O)(=O)c3cn(C)cn3)ccc2O[C@H]1CN(C)CC1CCCCC1
  A: -2.7	B: -32.1	C: -3.7	D: 2.5	E: -4.0	F: 0.8	G: -1.2

CCc1nnc(NC(=O)CSc2nnc(-c3ccc(O)cc3)n2C)s1
  A: -0.1	B: 10.2	C: 1.8	D: -5.9	E: 1.1	F: .	G: .

COc1cccc(-c2ccc3c(c2)N(Cc2ccccc2OC)C(=O)C(C)S3)c1 (stereo not given)
  A: -2.6	B: 9.2	C: -0.1	D: .	E: -0.8	F: -46.3	G: -1.8

Fc1ccc(C2CC(c3ccco3)=Nc3ccccc3S2)cc1 (stereo not given)
  A: 2.8	B: -63.6	C: 0.4	D: -1.6	E: -1.3	F: .	G: .

COC(=O)C1=C(NC(=O)COc2ccc(Cl)cc2Cl)CCS1
  A: -4.0	B: .	C: -3.1	D: -2.7	E: -1.1	F: .	G: .

Cc1ccccc1OCCn1cc(/C(N)=N/O)c2ccccc21
  A: 3.9	B: -10.5	C: .	D: 8.1	E: -6.5	F: -24.6	G: 4.3

O=C(CCN1CCOCC1)NNC(=O)c1ccc([N+](=O)[O-])cc1[N+](=O)[O-]
  A: 3.3	B: 16.2	C: 0.4	D: -2.3	E: 2.0	F: -0.8	G: 1.8

Four entries out of the list, ordered by count of non-hydrogen atoms, descending:
Assay codes: A = Casp6 inh; B = LGR2 antag; C = FN deposition inh; D = SIRT5 block; E = S100A4 inh HTS; F = Statin myotox sup; G = esBAF inh
COc1ccc(-n2c(SCC(=O)Nc3ccccc3OC)nc(O)c(Cc3ccccc3)c2=O)cc1
  A: 2.0	B: -2.2	C: 4.4	D: -3.5	E: -2.3	F: 4.8	G: -1.3

Cc1ccc(/C=C/C(=O)O)cc1S(=O)(=O)N1CCC(Cc2ccccc2)CC1
  A: -0.4	B: 28.2	C: 9.2	D: -5.1	E: -2.9	F: 7.2	G: 8.1

O=C(CCN1CCOCC1)NNC(=O)c1ccc([N+](=O)[O-])cc1[N+](=O)[O-]
  A: 3.3	B: 16.2	C: 0.4	D: -2.3	E: 2.0	F: -0.8	G: 1.8

Nc1c(N=Nc2ccccc2F)c(=O)[nH]n1-c1ccccc1
  A: .	B: -17.1	C: .	D: .	E: .	F: -4.7	G: 69.4*

Further results.
Assay codes: A = Casp6 inh; B = LGR2 antag; C = FN deposition inh; D = SIRT5 block; E = S100A4 inh HTS; F = Statin myotox sup; G = esBAF inh
C[C@H](CO)N1C[C@H](C)[C@H](CN(C)S(=O)(=O)c2ccc(Cl)cc2)OCCCC[C@H](C)Oc2ccc(NS(=O)(=O)c3cccs3)cc2C1=O
  A: -0.3	B: 42.4	C: 4.6	D: 13.8	E: -8.6	F: .	G: 10.6

C[C@@H]1CN([C@@H](C)CO)S(=O)(=O)c2ccc(C#Cc3ccc(F)cc3)cc2O[C@H]1CN(C)S(C)(=O)=O
  A: 0.7	B: 17.8	C: 2.4	D: 12.7	E: 1.7	F: -3.7	G: 1.6

O=C(Nc1ccc(C(=O)N2CCCCC2)cc1)c1ccccc1Br
  A: 3.2	B: -4.1	C: -0.9	D: -0.3	E: 3.9	F: -12.4	G: 8.5

O=C(Nc1ccncc1)C1CCN(S(=O)(=O)c2cccc(C(F)(F)F)c2)CC1
  A: -33.4	B: -15.2	C: -7.8	D: -3.4	E: -21.7	F: 8.1	G: -1.4

N#Cc1ccc(-c2ccc([C@@H]3[C@H](CO)N4CCCCN(S(=O)(=O)c5ccccc5)C[C@@H]34)cc2)cc1
  A: -2.4	B: -11.1	C: .	D: -1.7	E: -2.5	F: .	G: .

Cn1cc(C(C[N+](=O)[O-])c2ccccc2)c2ccccc21 (stereo not given)
  A: -0.4	B: 1.1	C: 5.2	D: -2.6	E: -1.2	F: -7.8	G: 1.9

CSCCC(NC(=O)COc1ccccc1)C(=O)N1CC(C)CC(C)C1 (stereo not given)
  A: 0.8	B: -3.7	C: 0.9	D: -3.1	E: 3.2	F: 6.1	G: -0.5

c1ccc2c(c1)-c1ccccc1C2N1CCOCC1
  A: 0.8	B: -8.2	C: 1.4	D: 0.2	E: 4.1	F: 7.8	G: 1.2

CCn1c(=O)cc(SCC(=O)Nc2cc(OC)c(OC)c(OC)c2)c2ccccc21
  A: .	B: .	C: -2.7	D: .	E: .	F: -8.7	G: 2.1

CCCNC(=O)c1cccc(COc2ccccc2OC)c1
  A: -0.9	B: 1.1	C: 3.6	D: -4.6	E: 4.1	F: 1.1	G: 1.2

NCC(=O)NCC(=O)OCc1ccccc1
  A: -3.8	B: 17.4	C: -10.6	D: 2.1	E: -1.3	F: .	G: .

C[C@@H]1CN([C@@H](C)CO)C(=O)c2cccc(NC(=O)Nc3ccccc3)c2O[C@H]1CN(C)S(=O)(=O)c1ccccc1
  A: -3.2	B: -1.0	C: .	D: -2.4	E: 0.3	F: -0.1	G: 3.2

O=C(OCCc1cc2ccccc2c(=O)o1)c1ccc(C(F)(F)F)cc1
  A: -0.8	B: -7.4	C: 0.2	D: .	E: 3.5	F: 5.0	G: 6.9

CCC(=O)N1[C@@H](CO)[C@@H](c2ccccc2)C12CN(C(=O)c1ccc(F)cc1)C2
  A: -1.6	B: 10.2	C: .	D: -0.1	E: -0.4	F: .	G: .

COc1cc(Cl)cc(/C=N\NC(=O)c2ccc3c(c2)OCO3)c1O
  A: 2.3	B: 9.2	C: 7.6	D: 1.6	E: 0.2	F: -4.9	G: 44.7

Shown as a hit in esBAF inh (from the list above):
SMILES	Casp6 inh	LGR2 antag	SIRT5 block	S100A4 inh HTS	esBAF inh
Nc1c(N=Nc2ccccc2F)c(=O)[nH]n1-c1ccccc1	.	-17.1	.	.	69.4*

Whole records as entered above. Order of values: Casp6 inh	LGR2 antag	FN deposition inh	SIRT5 block	S100A4 inh HTS	Statin myotox sup	esBAF inh
Cc1ccc(/C=C/C(=O)O)cc1S(=O)(=O)N1CCC(Cc2ccccc2)CC1 in the list: -0.4	28.2	9.2	-5.1	-2.9	7.2	8.1
Nc1c(N=Nc2ccccc2F)c(=O)[nH]n1-c1ccccc1 in the list: .	-17.1	.	.	.	-4.7	69.4*
C[C@@H]1CN([C@@H](C)CO)C(=O)c2c(c3ccccc3n2C)-c2ccccc2CO[C@@H]1CN(C)C(=O)NC1CCCCC1 in the list: 0.7	-2.8	-3.7	4.4	9.4	-5.8	6.5

The list continues:
Assay codes: A = Casp6 inh; B = LGR2 antag; C = FN deposition inh; D = SIRT5 block; E = S100A4 inh HTS; F = Statin myotox sup; G = esBAF inh
O=C(c1ccc([N+](=O)[O-])s1)N1CCCc2ccccc21
  A: 0.4	B: 5.5	C: 7.6	D: -6.0	E: -4.9	F: 6.0	G: 2.9

C[C@@H]1CN([C@H](C)CO)C(=O)c2cc(NC(=O)Nc3ccccc3)ccc2O[C@@H](C)CCCCO[C@@H]1CN(C)Cc1ccccc1
  A: 1.5	B: 8.2	C: 4.5	D: 9.2	E: 2.8	F: .	G: 2.7

O=C(NCCCn1ccnc1)/C(=C\c1ccco1)NC(=O)c1ccco1
  A: -6.0	B: 33.5	C: 6.6	D: 1.3	E: 0.3	F: .	G: .

COc1ccc(NC(=O)N2CCCCN3[C@H](C2)[C@@H](c2ccc(C#Cc4ccccc4)cc2)[C@@H]3CO)cc1
  A: -1.9	B: .	C: .	D: 15.9*	E: 2.9	F: .	G: .

This is a subset. The share of hits here may be higher or lower than overall.
